PAFAH2 FP inh: inhibitors of human PAFAH2. recombinant PAFAH2, FP-rhodamine activity probe, fluorescence polarization. inhibition, % at 3.39 µM. hit rate 0.99% among 340,000;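 active = inhibition above the mean over all tested compounds plus 3 SD, cut at about 30% in these data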;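 note: inhibitors block probe labeling of enzyme so polarization drops; 0% = enzyme with DMSO and 100% = wells lacking PAFAH2 protein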
procasp7 counter: counter-screen: procaspase-7 (human) activation; P55210; recombinant procaspase-7, Ac-DEVD-pNA absorbance 405 nm; D23A/D198A/D206A triple mutant, cannot self-cleave; scale: DMSO 0, 5 µM enzyme 100; activation, % at 8.5 µM; hit rate 0.093% among 330,000;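 active = percent activation above the screen-wide mean plus 3 SD, cut at about 25% in these data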
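System: Uncleavable procaspase-7 mutant enzyme; Amount: 2 µM procaspase-7 mutant as dispensed; Schedule: 1 h compound preincubation, 2 h substrate cleavage, 25 °C; Measured by: 405 nm absorbance of p-nitroaniline; Evaluation: percent activation from buffer-corrected 0–120 min absorbance change; Control set: low DMSO alone, high DMSO plus 5 µM PC-7.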
core dimer inh: blocks dimerization of HCV core protein. TR-FRET GST/Flag-core106 dimerization, 1536-well. inhibition, % at 5 µM. hit rate 0.33% among 300,000. AID 1899;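 active = inhibition above the mean of all tested compounds plus 3 SD, set per screening campaign, cut at about 45% in these data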
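System: GST-tagged and Flag-tagged HCV core protein residues 1-106 / Input: core106 proteins, GST 13.5 nM and Flag 17 nM / Buffer or medium: KF-containing HEPES buffer, pH 7.45, DTT, CHAPS, BSA / Probe or stimulus: Eu-anti-GST and XL665-anti-Flag labelled anti-tag antibodies / Schedule: 4 h, 22.5 °C incubation / Technique: TR-FRET 671 and 617 nm emission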
PP1 counter: counter-screen for PP5 inhibitors: inhibitors of human PP1-alpha; P62136; purified PP1alpha, OMFP fluorescence; inhibition, % at 6.7 µM; hit rate 0.9% among 320,000; AID 2235;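 active = inhibition above the mean inhibition of all tested compounds plus 3 SD, computed separately for each screening campaign, cut at about 15% in these data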
Target sequence (P62136 whole entry, looked up): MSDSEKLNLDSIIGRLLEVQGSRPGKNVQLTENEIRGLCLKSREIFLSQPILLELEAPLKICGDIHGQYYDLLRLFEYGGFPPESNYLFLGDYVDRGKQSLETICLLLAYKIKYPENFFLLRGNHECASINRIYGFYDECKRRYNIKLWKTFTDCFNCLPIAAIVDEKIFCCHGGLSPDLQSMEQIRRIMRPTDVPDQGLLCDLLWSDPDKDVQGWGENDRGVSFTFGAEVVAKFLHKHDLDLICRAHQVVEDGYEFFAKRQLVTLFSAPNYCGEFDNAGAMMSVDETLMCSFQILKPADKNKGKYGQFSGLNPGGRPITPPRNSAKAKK
PP5 inh: blocks human protein phosphatase 5 activity. AID 1987. inhibition, % at 6.7 µM. purified PP5c, OMFP substrate fluorescence. P53041. hit rate 0.18% among 320,000;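 active = inhibition above the campaign's mean inhibition across all tested compounds plus 3 SD, cut at about 9.5% in these data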;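 note: 0% = DMSO only and 100% = 100 µM cantharidin control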
Target sequence (P53041 whole entry, looked up): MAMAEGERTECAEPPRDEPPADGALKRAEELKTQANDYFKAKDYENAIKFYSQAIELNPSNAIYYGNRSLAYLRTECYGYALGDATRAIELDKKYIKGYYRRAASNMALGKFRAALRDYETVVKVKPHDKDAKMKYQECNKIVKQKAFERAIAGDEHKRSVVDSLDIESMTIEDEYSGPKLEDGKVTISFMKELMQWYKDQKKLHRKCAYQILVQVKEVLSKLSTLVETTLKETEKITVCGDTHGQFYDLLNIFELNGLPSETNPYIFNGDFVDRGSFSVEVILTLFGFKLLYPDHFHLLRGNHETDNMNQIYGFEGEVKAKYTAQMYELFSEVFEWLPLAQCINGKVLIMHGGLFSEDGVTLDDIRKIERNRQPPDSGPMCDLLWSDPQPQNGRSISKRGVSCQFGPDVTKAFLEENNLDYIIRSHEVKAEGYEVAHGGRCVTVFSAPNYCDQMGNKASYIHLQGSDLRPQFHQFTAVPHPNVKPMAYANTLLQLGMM
TPT1 inhibitor: blocks Candida albicans tRNA 2'-phosphotransferase; hit rate 0.81% among 300,000; inhibition, % at 5 µM; recombinant caTPT1, FP RNA substrate dephosphorylation;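 active = inhibition above the mean of all tested compounds plus 3 SD, set per screening campaign, cut at about 24% in these data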;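 note: plate controls were DMSO alone for no effect and ferristatin control at 100 nM for full effect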
proCasp3 act: activates human procaspase-3. recombinant procaspase-3 D3A, Ac-DEVD-pNA absorbance 405 nm. hit rate 0.11% among 330,000. activation, % at 8.5 µM. P42574;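 active = activation above the mean of all tested compounds plus 3 SD, cut at about 21% in these data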;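 note: 0% = DMSO alone and 100% = DMSO wells spiked with extra 5 µM PC-3 D3A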
Target sequence (P42574 whole entry D9A/D28A/D175A): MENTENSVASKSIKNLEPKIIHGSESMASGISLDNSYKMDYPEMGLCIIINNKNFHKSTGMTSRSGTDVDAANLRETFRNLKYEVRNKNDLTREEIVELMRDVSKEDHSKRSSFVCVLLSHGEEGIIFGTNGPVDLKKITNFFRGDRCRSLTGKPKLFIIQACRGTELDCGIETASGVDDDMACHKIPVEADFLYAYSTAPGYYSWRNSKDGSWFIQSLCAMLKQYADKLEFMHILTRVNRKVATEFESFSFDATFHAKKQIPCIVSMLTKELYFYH
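material = Procaspase-3 D3A mutant | probe or stimulus = Ac-DEVD-pNA | compound = single dose, 8.5 µM nominal compound, 0.8% DMSO | timing = 1 h preincubation, 2 h reaction | measured by = 405 nm absorbance of p-nitroaniline, reads at 0 and 120 min | benchmarks = DMSO-only low control, 5 µM PC-3 D3A high control | repeats = singlicate, each compound tested once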
Fh CTSL1 inh: counter-screen for PFM18AAP inhibitors: inhibitors of F. hepatica cathepsin L1; AID 1906; hit rate 0.49% among 300,000; recombinant F. hepatica cathepsin L1, Z-Leu-Arg-MCA fluorescence; inhibition, % at 5.96 µM;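 active = inhibition above the mean of all tested compounds plus 3 SD, set per screening campaign, cut at about 17% in these data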;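 note: 0% = plate median of test compound wells and 100% = 1 µM Z-Phe-Ala-diazomethylketone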
AHR activator: activators of human aryl hydrocarbon receptor; P35869; hit rate 2.5% among 320,000; AID 2796; AHR-responsive luciferase reporter cells, luminescence; activation, % at 5 µM; in the data active = activation above about 47%;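 note: 0% = vehicle wells and 100% = reference agonist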
Numbers without * were called inactive; · = no result given.

SMILES	PAFAH2 FP inh	procasp7 counter	core dimer inh	PP1 counter	PP5 inh	TPT1 inhibitor	proCasp3 act	Fh CTSL1 inh	AHR activator
CC(=O)c1cccc(NC(=O)c2ccc(NC(=O)CCS(=O)(=O)c3cccs3)cc2)c1	-10	3	-3	-1	1.8	2	4	2	4
COC(=O)c1nn(-c2ccccc2)c(Sc2ccccc2)c1/C=N/O	1	3	0	-3	3.0	-3	0	-3	2
COc1cc(OC)cc(-n2nnnc2SCC(=O)NCc2cccs2)c1	6	9	-2	-2	1.5	-1	8	0	7
COc1ccc(-c2nnn(CC(=O)N(Cc3ccc(F)cc3)C(C(=O)NC3CCCC3)c3ccc(F)cc3)n2)cc1 (configuration not stated)	-4	9	20	5	-0.6	-1	3	-2	-1
CCCOc1ccccc1C(=O)Nc1ccc(S(=O)(=O)N2CCN(C)CC2)cc1	2	3	-2	2	0.1	-3	5	-3	-1
C/C(=N\NC(=O)c1ccncc1)c1cc2ccccc2o1	3	-1	-2	-1	4.2	0	2	1	12
C/C(CC1CC(C)(C)OC1=O)=N\NC(N)=S (configuration not stated)	·	5	0	-1	-1.7	-4	-1	15	-4
O=C(Cc1cccs1)Nc1ccc(S(=O)(=O)N2CCCCC2)cc1	8	2	72*	3	2.8	7	-12	8	0
COC(=O)c1c(NC(=O)/C=C/c2ccco2)sc2c1CCC2	-4	-16	24	-4	-1.0	3	-5	1	9
Cc1ccc2ccccc2c1NC(=O)Cn1nnc(-c2cccnc2)n1	1	10	25	1	-0.6	6	-3	-1	1
O=C(Cn1ccc2ccccc2c1=O)NCC1COc2ccccc2O1 (configuration not stated)	-11	-1	6	-4	-0.2	0	2	2	-2
O=C(CNC(=O)Cc1ccccc1)N=Nc1c(O)[nH]c2ccc(Br)cc12	3	-7	-11	1	2.8	-4	2	5	6
Cc1cc(C(=O)CSc2n[nH]c(N)n2)c(C)n1-c1ccc(F)cc1	0	1	2	0	0.4	-2	-6	0	7
O=C(NN=Cc1ccccc1OC(F)F)c1cccc(S(=O)(=O)N2CCCC2)c1	-65	4	·	·	·	·	8	·	3
CC1(c2ccccc2)NC(=O)N(CC(=O)N2CC(=O)Nc3ccccc32)C1=O (configuration not stated)	14	3	·	·	·	·	-3	·	-1
Oc1cccc(/C=N/Nc2cc(N3CCOCC3)nc(N3CCOCC3)n2)c1	0	-9	-6	0	2.6	-1	10	3	-8
COc1ccc2[nH]cc(S(=O)(=O)c3ccc(C(C)C)cc3)c(=O)c2c1	-12	8	-1	-6	-0.1	2	-2	-1	0
CN(CCc1ccccn1)C(=O)CCC1CCCN(C(=O)c2cccc(N(C)C)c2)C1 (configuration not stated)	1	16	12	-1	2.4	1	3	0	4
CCC(C)(C)C1CCC2(CC1)NC(=O)N(CC(=O)N(C)Cc1ccc3c(c1)OCCO3)C2=O (configuration not stated)	0	6	·	-4	-1.3	·	0	·	0
COc1ccc(OC)c(C(C)NC(=O)C23CC4CC(CC(C4)C2)C3)c1 (configuration not stated)	7	4	8	-1	4.0	1	5	0	3
COC(=O)C1=C(N)Oc2cc(C)n(Cc3ccco3)c(=O)c2C1c1cccc(Cl)c1 (configuration not stated)	-14	18	8	1	4.0	3	2	0	6
O=C(Oc1cccc2c(OC(=O)N3CCCC3)cccc12)N1CCCC1	-7	19	3	-5	-2.3	-5	-3	3	5
CC(C)(C)Sc1ccc([N+](=O)[O-])cc1C(=O)Nc1ccncc1	6	2	2	-5	0.8	-2	-16	-4	4
O=C(O)c1ccc(N2C(=O)CCCC2=O)cc1	-4	4	1	-1	-0.8	-4	9	-5	-2
COc1ccc(-c2csc(/C(C#N)=C\c3ccc(O)c([N+](=O)[O-])c3)n2)cc1OC	8	6	1	-4	3.8	2	3	1	0
COc1ccc(-n2cc(CN(C)C(C)c3ccncn3)c(-c3cccc(F)c3)n2)cc1 (configuration not stated)	-5	1	-1	3	1.9	-3	0	0	4
O=C(COc1ccccc1C(=O)NCC1CCCO1)Nc1ccc(Cl)cc1Cl (configuration not stated)	-2	6	-2	2	1.0	-1	1	-2	2
O=[N+]([O-])c1cc(C(F)(F)F)cc([N+](=O)[O-])c1N1CCCNCC1	1	4	0	-3	-0.8	-1	8	3	4
O=S(=O)(Nc1cccnc1)c1ccccc1	-1	-2	-6	0	-2.4	-1	2	-2	-1
COc1ccc(-c2csc(Nc3cccnc3)n2)cc1	3	8	-3	2	1.3	-5	5	-1	54*

A draw from above in order of SMILES length, ascending:
SMILES	PAFAH2 FP inh	procasp7 counter	core dimer inh	PP1 counter	PP5 inh	TPT1 inhibitor	proCasp3 act	Fh CTSL1 inh	AHR activator
O=C(Oc1cccc2c(OC(=O)N3CCCC3)cccc12)N1CCCC1	-7	19	3	-5	-2.3	-5	-3	3	5
O=C(COc1ccccc1C(=O)NCC1CCCO1)Nc1ccc(Cl)cc1Cl (configuration not stated)	-2	6	-2	2	1.0	-1	1	-2	2
COc1ccc(-n2cc(CN(C)C(C)c3ccncn3)c(-c3cccc(F)c3)n2)cc1 (configuration not stated)	-5	1	-1	3	1.9	-3	0	0	4

(continued)
SMILES	PAFAH2 FP inh	procasp7 counter	core dimer inh	PP1 counter	PP5 inh	TPT1 inhibitor	proCasp3 act	Fh CTSL1 inh	AHR activator
Cn1c(N)c(C(=O)COC(=O)CNC(=O)c2ccccc2Cl)c(=O)n(C)c1=O	-3	-3	·	-8	1.4	·	-4	·	0
O=S(=O)(NCC1CCCO1)c1ccc(S(=O)(=O)N(Cc2ccccc2F)C2CCCCC2)cc1 (configuration not stated)	8	13	9	2	4.4	2	5	2	-1
CCOC(=O)[C@H]1[C@H]2COc3ccccc3[C@@H]2N2C(=O)c3c(C)cc(C)cc3NC(=O)[C@@]12C	-5	-9	-3	0	-1.8	-1	-4	-2	6
COCCNC(=O)c1cn(C)c2ccc(S(=O)(=O)N3CCCC3)cc2c1=O	-4	-4	-5	2	-0.2	-8	13	0	1
COc1cccc(CN2CC(C(=O)NCc3ccc(C)c(F)c3)CCC2=O)c1 (configuration not stated)	2	8	-5	3	6.8	0	0	-3	0
Cc1csc(NC(=O)CSc2nc(C(C)C)nc3c2c(=O)n(C)c(=O)n3C)n1	-3	-3	12	1	2.2	-1	-9	-1	-1
Cc1ccc(-n2c(C)cc(C(=O)CSc3n[nH]c(N)n3)c2C)cc1	2	-5	12	5	-1.2	11	-9	0	9
Cc1ccc(S(=O)(=O)NC(C)C(=O)NC(C)c2cccs2)cc1 (configuration not stated)	-10	2	7	-3	-0.5	-1	1	2	0
c1ccc(NC2=NCCN2CC2CCC2)cc1	8	-4	-8	0	3.3	-1	6	-5	8
COc1cc(NC(=O)COc2ccc(Br)cc2)ccc1NC(=O)C(C)C	0	4	4	-2	0.9	5	2	-3	1

Sorted by value in AHR activator (highest first): some entries from above.
smiles | AHR activator
COc1ccc2[nH]cc(S(=O)(=O)c3ccc(C(C)C)cc3)c(=O)c2c1 | 0
CCCOc1ccccc1C(=O)Nc1ccc(S(=O)(=O)N2CCN(C)CC2)cc1 | -1
O=C(O)c1ccc(N2C(=O)CCCC2=O)cc1 | -2

Next compounds:
SMILES	PAFAH2 FP inh	procasp7 counter	core dimer inh	PP1 counter	PP5 inh	TPT1 inhibitor	proCasp3 act	Fh CTSL1 inh	AHR activator
O=C(COC(=O)c1cnccn1)Nc1ccc2c(c1)OCO2	3	6	26	0	3.7	4	-5	-10	1
COc1ccccc1N1CCN(c2nnc(-c3ccc(F)cc3)c3ccccc23)CC1	2	0	13	0	0.3	-1	-1	2	2
O=C1CC(Nc2ccc(N3CCOCC3)cc2)C(=O)N1C1CCCCC1 (configuration not stated)	5	-15	-13	2	0.6	-4	-11	-5	6
O=C(Nc1ccc(Nc2ccccc2)cc1)c1ccccc1	·	-9	-3	-1	0.3	-1	9	-1	-5
CCC(C)NC(=O)CCSc1ccc(C)cc1 (configuration not stated)	-8	3	-6	-1	-2.2	0	5	-2	-3
c1coc(C2=NCCc3ccccc32)c1	-4	2	-2	3	2.7	-6	-11	0	-1
CCOc1ccc(C(=O)NCC(=O)OCc2c(F)cccc2Cl)cc1OCC	-11	-1	-2	4	1.3	1	0	-13	2
Cc1noc(C)c1S(=O)(=O)N(C)C[C@H]1Oc2c(NC(=O)NC(C)C)cccc2C(=O)N([C@H](C)CO)C[C@@H]1C	-4	11	·	·	·	·	10	·	-1
CCn1c(SCC(=O)OCc2ccccc2)nnc1-c1ccco1	2	8	-3	1	1.6	1	1	-22	2
CC1CCCC(C)N1C(=O)COC(=O)c1ccccc1O (configuration not stated)	7	0	·	·	·	·	6	·	-2
COc1cccc(CN2CCN(C(=O)C3CCC(=O)N(C4CCCC4)C3)CC2)c1 (configuration not stated)	7	-1	-15	1	-1.2	-3	3	2	-1
COc1ccc(N2C(=O)CSC2c2cccc(F)c2)c(OC)c1 (configuration not stated)	-9	-2	4	1	-0.6	1	8	5	-1
Nc1nc(C(=O)N2CCOCC2)nn1S(=O)(=O)c1ccc(Cl)cc1	-3	7	-3	-2	0.6	-3	5	5	4
CC(C)C1CC(CCN)(c2ccccc2)CCO1 (configuration not stated)	3	8	-1	0	0.8	5	2	-1	2
O=[N+]([O-])c1cccc(-c2nnc(SCc3cccnc3)o2)c1	1	-2	-8	-2	-0.4	-2	-5	-3	15
CS(=O)(=O)NCCC1=CCCCC1	-9	0	2	-2	-0.1	-3	-2	-1	3
Cc1ccccc1NC(=S)/C(=C(\[O-])c1ccc(C)c([N+](=O)[O-])c1)[n+]1ccccc1	7	-2	7	-2	0.9	-1	2	1	4
CC(C)c1ccc(NC2CCCN(C(=O)CN3CCOC3=O)C2)cc1 (configuration not stated)	7	1	-1	-5	1.4	0	-3	-3	2
COc1ccccc1NC(=O)c1cccc(N2C(=O)C3C4C=CC(C4)C3C2=O)c1 (configuration not stated)	6	18	-11	-2	1.9	7	-2	2	4
CC(C)c1ccc(-n2cnn(-c3ncccc3[N+](=O)[O-])c2=O)cc1	0	1	2	10	-3.3	-2	-3	5	51*
CSc1ccccc1NC(=O)CN1CCN(Cc2ccccc2)CC1	-3	5	-1	-4	-0.1	1	-6	6	3
N#CC1(NC(=O)CSc2nnc(Cc3ccccc3)o2)CCCCC1	8	-9	·	-3	3.0	·	5	·	0
CC(C)c1ccc(N2C(=NC(=O)C3CCCO3)SC3CS(=O)(=O)CC32)cc1 (configuration not stated)	0	-6	-10	3	1.4	-1	-3	9	3
Cn1ccnc1SCC(=O)Nc1ccc(F)c([N+](=O)[O-])c1	6	-3	-1	-1	0.3	-1	6	-1	12
CCc1ccc(OCC(=O)NNC(=O)C2CCN(c3ncnc4sc(C)c(C)c34)CC2)cc1	-6	6	1	-1	0.8	-1	4	-12	0
COc1ccccc1N1CCN(C(=O)CCNS(=O)(=O)c2ccc(Br)s2)CC1	7	0	5	1	3.6	2	-2	-3	5
CCN1CCN(S(=O)(=O)c2ccc(Oc3ccccc3OC)cc2)CC1	-4	-2	10	-3	-0.2	1	-1	-5	20
O=C(NCCO)C(c1ccccc1)c1ccccc1	-1	5	1	-7	3.2	-2	7	0	1
CC12CCC(=O)N1C(C(=O)Nc1ccc(SC(F)F)cc1)CS2 (configuration not stated)	2	6	0	-3	0.8	3	1	-2	0

Bioassay records (PubChem)
